Assay outcomes from PubChem.
ssDAF12 agonist: S. stercoralis DAF-12 activation, primary screen; HEK293 ssDAF-12/GRIP1 lit1-tk-luc reporter, luminescence; % of 3 µM dafachronic acid response; activation, % at 6.8 µM; hit rate 1% among 370,000;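 active means activation above the mean over all tested compounds plus 3 SD, cut at about 0.9% in these data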;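 further: 0% = DMSO-only wells and 100% = 3 µM delta7-dafachronic acid wells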
PLCg1 inh: PLC-gamma1 (human) inhibition, primary screen; purified PLC-gamma1, fluorogenic substrate, fluorescence; inhibition, % at 12.2 µM; hit rate 0.84% among 370,000; P19174; in the data active means inhibition above about 9.5%
GAA850 FXN act: increases GAA850 frataxin promoter reporter activity; HEK293 lucGAA850 FXN promoter luciferase reporter, 24 h; percent of 10 µM SAHA response; AID 540364; hit rate 0.56% among 360,000; activation, % at 6 µM;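 active means activation above the average of all compounds screened plus 3 SD, cutoff fixed separately per campaign, cut at about 7.5% in these data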;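 further: 0% = DMSO wells and 100% = 10 µM SAHA wells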
ADAM17 inh: inhibitors of human ADAM17 | recombinant ADAM17, EDANS/DABCYL FRET peptide cleavage | P78536 | hit rate 0.83% among 370,000 | inhibition, % at 6.95 µM;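 active means inhibition above the mean of compounds lying between control limits plus 3 SD, set per campaign, cut at about 8.5% in these data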;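 further: 0% = DMSO-only wells as the low control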
HGIII-sPLA2 inh: Blocks human group III sPLA2 activity | Q9NZ20 | QFRET BODIPY PC-A2 liposome hydrolysis, fluorescence | inhibition, % at 12.2 µM | hit rate 0.56% among 370,000 | AID 743126;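 active means inhibition above mean plus 3 SD of compounds lying within the high and low control bounds, cut at about 19% in these data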;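 further: 0% = median of test compound wells and 100% = no enzyme DMSO wells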
Target sequence (Q9NZ20 whole entry, looked up): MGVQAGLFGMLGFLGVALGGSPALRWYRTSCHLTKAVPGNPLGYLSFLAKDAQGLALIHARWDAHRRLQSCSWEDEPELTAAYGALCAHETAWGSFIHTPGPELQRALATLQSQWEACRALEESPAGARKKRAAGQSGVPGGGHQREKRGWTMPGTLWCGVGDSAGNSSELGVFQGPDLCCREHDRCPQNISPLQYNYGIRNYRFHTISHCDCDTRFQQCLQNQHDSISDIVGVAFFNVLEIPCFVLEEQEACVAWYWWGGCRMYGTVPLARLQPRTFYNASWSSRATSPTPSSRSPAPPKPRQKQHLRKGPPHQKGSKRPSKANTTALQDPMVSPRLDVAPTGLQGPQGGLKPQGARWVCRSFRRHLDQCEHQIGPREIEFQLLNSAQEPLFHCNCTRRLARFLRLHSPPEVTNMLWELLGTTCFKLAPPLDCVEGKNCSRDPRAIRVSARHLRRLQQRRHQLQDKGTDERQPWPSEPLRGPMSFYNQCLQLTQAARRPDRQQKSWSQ
hcDAF12 agonist: activates DAF-12 receptor from parasite H. contortus | HEK293 hcDAF-12 lit1-tk-luc reporter, luminescence; 0% DMSO, 100% Δ7-dafachronic acid | activation, % at 6.8 µM | hit rate 1.4% among 370,000 | AID 652067;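 active means activation above the mean of all tested compounds plus 3 SD, cut at about 5.5% in these data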;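 further: 100% = response to 3 µM Δ7-dafachronic acid high control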
PLCb3 inh: PLC-beta3 (human) inhibition, primary screen | Purified PLC-beta3, fluorogenic substrate, fluorescence | inhibition, % at 12.2 µM | Q01970 | hit rate 0.18% among 370,000; in the data active means inhibition above about 11%;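 further: 0% = median of compound wells on plate and 100% = full blocker control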
hgDAF-12 ag: agonists of H. glycines DAF-12 nuclear receptor | activation, % at 6.8 µM | HEK293 GAL4-hgDAF12 UAS-luciferase reporter, agonist luminescence; normalized to butyrate control | hit rate 1.8% among 370,000;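 active means activation above a cutoff set at the mean of all screened compounds plus 3 SD, cut at about 10% in these data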;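 further: 0% = DMSO wells and 100% = sodium butyrate wells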
DAX1 inh-1: NR0B1 (DAX1) inhibition. P51843. HEK293 Gal4-DAX1 luciferase reporter, luminescence. inhibition, % at 6.75 µM. hit rate 0.99% among 340,000. AID 504766;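 active means inhibition above the mean over all tested compounds plus 3 SD, cut at about 4.2% in these data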;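 further: 0% = DAX1-transfected cells with DMSO and 100% = empty-vector control cells with DMSO; inhibition shows as a rise in luminescence from relieved DAX1 repression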
ADAM10 inh: ADAM10 inhibition, QFRET primary screen; hit rate 0.62% among 370,000; inhibition, % at 7 µM; AID 720582; recombinant ADAM10, EDANS/DABCYL FRET peptide cleavage, 3 h; O14672;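 active means inhibition above a per-campaign cutoff equal to the mean of compounds falling between control-based bounds plus 3 SD, cut at about 20% in these data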;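 further: 0% = DMSO wells while the 100% control is not disclosed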
Target sequence (O14672 214-748 limits assumed): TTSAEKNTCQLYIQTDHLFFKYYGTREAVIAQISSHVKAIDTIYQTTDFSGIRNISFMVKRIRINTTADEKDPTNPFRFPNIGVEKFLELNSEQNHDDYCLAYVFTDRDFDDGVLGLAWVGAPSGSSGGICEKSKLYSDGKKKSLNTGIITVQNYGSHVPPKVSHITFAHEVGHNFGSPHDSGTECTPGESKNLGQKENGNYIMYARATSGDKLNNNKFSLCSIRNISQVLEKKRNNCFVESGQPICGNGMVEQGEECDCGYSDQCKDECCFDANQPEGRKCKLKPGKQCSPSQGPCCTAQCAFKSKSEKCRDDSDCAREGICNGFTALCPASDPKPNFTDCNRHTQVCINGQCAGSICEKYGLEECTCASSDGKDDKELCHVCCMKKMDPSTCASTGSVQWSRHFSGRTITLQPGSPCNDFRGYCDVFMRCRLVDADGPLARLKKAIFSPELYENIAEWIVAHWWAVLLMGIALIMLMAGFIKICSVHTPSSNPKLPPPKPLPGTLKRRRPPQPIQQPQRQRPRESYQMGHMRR
DAX1 inh-2: blocks DAX1 repression of SF-1 activated StAR promoter. HEK293T StAR-luciferase reporter, SF-1/DAX-1 repression relief. inhibition, % at 6.8 µM. hit rate 1.1% among 370,000. AID 652010;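 active means inhibition above the mean over all tested compounds plus 3 SD, cut at about 3.6% in these data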;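 further: 0% = DAX-1 cells with DMSO and 100% = cells lacking DAX-1 with DMSO; higher inhibition means more luminescence from relief of DAX-1 repression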
* hit, by the source's call; . = not tested or not shown.

SMILES	ssDAF12 agonist	PLCg1 inh	GAA850 FXN act	ADAM17 inh	HGIII-sPLA2 inh	hcDAF12 agonist	PLCb3 inh	hgDAF-12 ag	DAX1 inh-1	ADAM10 inh	DAX1 inh-2
COc1ccc(Br)cc1CNC(=O)C1CCCN(S(C)(=O)=O)C1 (stereo not given)	-1.4	-1	-0.6	-5	-2	-1.8	0	0.1	-1.4	-7	0.0
O=C(NCc1ccccc1Cl)c1cccc(C(F)(F)F)c1	-1.4	4	2.2	2	-1	-1.8	1	0.9	-0.5	7	-0.2
O=C1CC[C@@H](C(=O)N2CSC[C@@H]2C(=O)Nc2cccc(C(F)(F)F)c2)N1	-0.8	-4	0.5	-1	-4	-1.1	-2	0.6	2.7	-3	0.5
COc1cccc(C(=O)Nc2nnc(-c3ccccc3)s2)c1OC	0.1	-10	3.8	-4	4	7.0*	-14	19*	0.7	-1	5.5*
CC1CCN(C(=O)COC(=O)[C@H](C)NS(=O)(=O)/C=C/c2ccccc2)CC1	-1.5	4	-0.3	0	-5	-0.5	3	-1.2	0.2	2	-0.9
Cc1c(C(=O)N2CC(C)OC(C)C2)sc2nc(-c3ccc(F)cc3)cn12 (stereo not given)	-1.4	2	-3.5	0	3	-0.5	1	-0.7	0.1	-2	-0.3
Cc1ccc(C(C)(C)C)cc1S(=O)(=O)NC(=O)c1ccccc1	-1.4	2	2.5	0	-12	-0.7	1	-0.8	-0.1	-3	-0.2
CSCC[C@H](NC(=O)C1CCCC1)c1nc2ccccc2[nH]1	-0.7	0	0.9	-3	9	-0.2	0	-2.1	-0.4	-6	0.5
CC(C)(C)C(=O)NCCn1ccc2ccccc21	-0.8	0	1.7	0	-8	-0.4	2	2.4	0.1	-7	2.0
N=c1sccn1CC(=O)Nc1ccccc1Oc1ccccc1	-1.3	1	1.6	-3	7	-0.3	0	2.8	-1.4	8	-0.2
Cc1ccc(C)c(-n2c(Cc3cc(=O)[nH]c(=O)[nH]3)nnc2SCC(=O)NCC2CCCO2)c1 (stereo not given)	-1.5	-4	0.9	-5	-3	-1.5	-5	-0.5	-0.4	3	-0.5
O=C(O)CCC(=O)Nc1nnc(C(F)(F)F)s1	-1.5	6	-1.4	3	7	-0.9	3	-0.4	0.5	-1	0.4
C=CCn1c(SCC(=O)NC2(C#N)CCCCC2)nnc1-c1ccncc1	-0.5	-2	-1.3	-3	-3	-2.1	-6	-0.7	1.5	-13	-0.8
CN(C)CCC=C1c2ccccc2CCc2ccccc21	-1.2	3	-0.9	-6	-2	-1.2	0	-0.5	-0.5	-4	1.0
Cc1sc2ncnc(OCC(=O)NCc3cccs3)c2c1C	-1.8	-3	1.2	-3	-2	-1.2	-1	2.8	0.3	-1	-0.5
CC(=O)N1CCN(C(=O)C2CCCN(C(=O)c3ccc4c(c3)NC(=O)CS4)C2)CC1 (stereo not given)	-1.1	0	.	0	-3	-1.6	3	-2.8	.	-5	-0.1
O=C(OCc1cc(=O)n2ccsc2n1)c1ccccc1NCCO	0.4	-65	-0.5	-55	15	4.0	-97	6.4	1.6	-236	1.4
Cc1ccccc1NC(=O)CSc1[nH]c(=O)cc(C)c1C#N	-0.1	-4	-1.9	-4	-1	-1.6	-6	0.2	1.2	-10	0.5
c1cc2c3c(cccc3c1)NC1(CCC3(CC1)Nc1cccc4cccc(c14)N3)N2	-1.0	-12	-2.0	-1	1	0.7	-14	6.1	-1.4	-11	0.0
O=C1c2ccccc2C(=O)C12OC2c1cccc2ccccc12 (stereo not given)	0.1	4	2.5	-1	0	-0.6	5	-6.5	-0.9	-4	-0.2
COc1ccc2ccccc2c1/C=N/NC(=O)c1nnn(-c2nonc2N)c1C(C)C	-1.4	-14	-1.1	0	-19	-2.3	-24	0.5	-0.2	11	-0.6
COc1cccc(CNC(=O)[C@@H]2CCCN2C(=O)[C@@H]2CCCN2C(=O)c2ccccc2)c1	-0.8	5	.	-7	16	-1.1	4	0.9	.	-9	-0.9
CCC(C)c1ccccc1NC(=O)COC(=O)c1ccc2[nH]c3c(c2c1)CCCC3 (stereo not given)	-1.9	-32	2.0	11*	-66	-3.9	-39	-3.2	-1.1	2	-1.6
CC(=O)NS(=O)(=O)c1ccc(N=NN2CCOCC2)cc1	-0.9	9.8*	-2.5	5	-3	1.7	11*	-0.9	0.8	14	1.4
CC(=O)c1c(C(C)=O)c(C)n(NC(=O)c2ccc(Cl)cc2)c1C	-1.2	-1	-1.0	0	1	-0.9	-1	-1.6	0.9	-25	-0.8

Ordered by value in DAX1 inh-2 (high to low): 4 from the list above.
SMILES,ssDAF12 agonist,PLCg1 inh,ADAM17 inh,HGIII-sPLA2 inh,hcDAF12 agonist,PLCb3 inh,DAX1 inh-1,ADAM10 inh,DAX1 inh-2
CN(C)CCC=C1c2ccccc2CCc2ccccc21,-1.2,3,-6,-2,-1.2,0,-0.5,-4,1.0
CSCC[C@H](NC(=O)C1CCCC1)c1nc2ccccc2[nH]1,-0.7,0,-3,9,-0.2,0,-0.4,-6,0.5
C=CCn1c(SCC(=O)NC2(C#N)CCCCC2)nnc1-c1ccncc1,-0.5,-2,-3,-3,-2.1,-6,1.5,-13,-0.8
COc1cccc(CNC(=O)[C@@H]2CCCN2C(=O)[C@@H]2CCCN2C(=O)c2ccccc2)c1,-0.8,5,-7,16,-1.1,4,.,-9,-0.9

(further entries)
SMILES	ssDAF12 agonist	PLCg1 inh	GAA850 FXN act	ADAM17 inh	HGIII-sPLA2 inh	hcDAF12 agonist	PLCb3 inh	hgDAF-12 ag	DAX1 inh-1	ADAM10 inh	DAX1 inh-2
CC1CCCC(=C\c2ccccc2)/C1=N/O (stereo not given)	-1.1	6	2.3	1	-1	-2.5	2	-2.5	0.4	-3	-0.3
Nc1ccc2ccccc2c1C(=O)c1ccccc1	-0.5	3	2.3	2	3	0.1	-2	3.5	-0.2	-8	-0.4
S=C(Nc1ccc2c(c1)OCO2)NC1CCN(Cc2ccccc2)CC1	-1.8	-2	-1.2	-5	8	0.8	0	-0.4	4.7*	-1	-0.8
CCOC(=O)CCCn1c(C)nc(=O)c(-c2ccccc2)c1C	-0.2	4	1.1	-2	4	0.0	2	1.2	-0.4	6	0.4
Cc1n[nH]c(C)c1CCOc1ccc(C(C)C)cc1	-2.0	1	1.4	3	-6	-2.5	2	-1.4	-2.3	6	-1.5
COc1ccc(C(C(=O)N(C)C2CCCC2)N(Cc2ccc(F)cc2)C(=O)c2ccc3ccccc3c2)cc1OC (stereo not given)	-1.3	0	.	8	0	-4.6	-3	-6.0	.	2	-1.4
CCCCSc1nsc(NC(C)=O)n1	-0.6	5	5.5	1	-2	3.7	6	8.8	1.9	6	2.5
CC1CN(C(=O)c2ccccc2Oc2ccccc2)CC(C)O1 (stereo not given)	-1.7	-1	0.7	-1	-2	-1.8	2	1.8	0.4	-1	0.3
COc1cc(OC)cc(C(=O)NNC(=O)CCCOc2ccccc2)c1	-0.8	-1	0.4	-1	-7	-0.9	-3	0.3	1.3	-12	-0.1
Cc1ccc(C)c(NS(=O)(=O)c2c(C)nc3sccn3c2=O)c1	-1.0	7	0.1	0	5	-0.7	7	0.0	1.5	-6	1.9
CC(/C=C/C=C/c1ccccc1)=N/NC(=O)CNc1ccc(C)cc1	-1.2	-2	2.5	4	4	1.2	2	2.5	-1.0	2	-0.5
CSCC[C@H](NC(=O)C1CCN(S(=O)(=O)c2ccc(C)cc2)CC1)C(=O)NCc1ccco1	-1.0	2	0.9	3	-3	-1.1	-1	1.7	2.2	-7	0.3
CC(/C=N\NC(=O)c1cccnc1)c1ccccc1 (stereo not given)	-1.5	-1	-1.2	-2	9	2.6	-1	4.0	1.0	0	0.6
CCN(c1cccc(C)c1)S(=O)(=O)c1ccc(-c2ccc(=O)[nH]n2)o1	-0.1	-1	2.6	4	-11	-2.2	-5	-0.3	-0.1	-6	-0.4
O=C(/C=C/c1ccc(O)cc1)c1ccc(NC2=C(N3CCCCC3)C(=O)c3ccccc3C2=O)cc1	-1.2	-35	-7.0	-6	-28	-0.3	-35	-2.6	-3.5	-18	-2.0
CCCS(=O)(=O)NCCc1cc2ccc(C)cc2[nH]c1=O	-1.2	-3	2.6	-8	4	0.2	-3	3.9	0.0	-19	0.4
N#Cc1c(-c2ccc(F)cc2)c(-c2ccc(F)cc2)nn(CCO)c1=O	-1.4	-110	-3.3	-42	14	-1.4	-145	3.1	-2.6	-185	-2.7
CCOc1ccc(CCNC(=O)c2cc3sccc3n2CC)cc1OCC	-2.1	2	-1.6	3	-10	-4.0	2	-6.7	-5.2	9	-2.6
Cc1nn(C)c(Oc2cccc(Cl)c2)c1C(=O)Nc1ccc(F)cc1F	-1.7	4	0.2	-1	-3	-0.4	2	-1.3	-0.3	5	-0.7
COc1cccc(CC(=O)NC2CCSc3ccccc32)c1 (stereo not given)	-1.0	-2	0.1	-3	2	1.7	-13	0.3	-0.6	3	-0.1
Cc1onc(-c2ccccc2)c1CNC(=O)Nc1ccc(F)cc1F	-1.8	-24	-0.3	-3	-8	-1.7	-7	-3.0	2.7	-2	-0.5
CCOC(=O)c1ccc2nc(NC(=O)c3ccco3)sc2c1	0.1	-18	5.8	-3	-8	3.7	-20	9.8	-0.5	-10	3.0
C=CCn1c(=O)c(C(=O)Nc2ncccc2O)c(O)c2ccccc21	-0.4	-11	-1.2	4	-6	-0.7	-23	1.3	0.1	-6	1.5
O=C(NC12CC3CC(CC(C3)C1)C2)c1ccc(-c2ccccc2Cl)o1	-1.3	5	2.9	-2	-11	2.6	4	4.1	1.6	-5	0.7
Cc1nnc(SC(C)C(=O)Nc2ccc(S(=O)(=O)NC3CCCCC3)cc2)s1 (stereo not given)	-2.0	4	-2.6	3	-33	-1.9	5	-4.6	-2.6	19	0.6
O=C(CSCc1c[nH]c(=O)[nH]c1=O)OCC(=O)c1ccc(Br)cc1	-1.2	-2	0.5	-2	-8	-1.1	2	-0.8	0.2	8	-0.6
COc1ccc(C(=O)Nc2nnc(C3=COCCO3)o2)cc1	-1.1	2	0.3	-2	3	-1.1	-8	0.9	0.0	-12	0.7
Cc1nc(-c2ccc(C(=O)N3CCOCC3)cc2)cs1	-0.6	7	0.7	-1	2	-1.0	1	-0.6	0.7	-1	0.5

Reprinted at random: 4 entries already listed.
SMILES	ssDAF12 agonist	PLCg1 inh	GAA850 FXN act	ADAM17 inh	HGIII-sPLA2 inh	hcDAF12 agonist	PLCb3 inh	hgDAF-12 ag	DAX1 inh-1	ADAM10 inh	DAX1 inh-2
C=CCn1c(=O)c(C(=O)Nc2ncccc2O)c(O)c2ccccc21	-0.4	-11	-1.2	4	-6	-0.7	-23	1.3	0.1	-6	1.5
Cc1ccc(C)c(NS(=O)(=O)c2c(C)nc3sccn3c2=O)c1	-1.0	7	0.1	0	5	-0.7	7	0.0	1.5	-6	1.9
S=C(Nc1ccc2c(c1)OCO2)NC1CCN(Cc2ccccc2)CC1	-1.8	-2	-1.2	-5	8	0.8	0	-0.4	4.7*	-1	-0.8
Cc1nc(-c2ccc(C(=O)N3CCOCC3)cc2)cs1	-0.6	7	0.7	-1	2	-1.0	1	-0.6	0.7	-1	0.5
